# C diff growth = C. difficile growth inhibitors, primary screen, HTS | AID 1259249, 2017 | 86,000 compounds, 0.25% hits | growth activity, negative = inhibition, % at 16 µg/mL (by protocol) | Clostridium difficile clinical isolate growth, OD600, 24 h; active compounds read low;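 active = mean growth activity at or below -80% and every replicate also at or below -80%; inconclusive = mean at or below -80% but some replicate above -80%; inactive = mean growth activity above -80%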;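 also: 0% = DMSO wells and -100% = levofloxacin 16 µg/mL wells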
# T cruzi growth = T. cruzi intracellular proliferation inhibitors, primary screen, cell-based, beta-gal Tulahuen parasites, NIH3T3 host, luminescence; AID 624255, 2012; 77,000 compounds, 5.9% hits; T. cruzi beta-gal in NIH3T3, GalScreen luminescence, 90 h; inhibition, % at 8.34 µM;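 active = mean inhibition above about 93%, with at least 55% of replicates each passing it, limit read from the data, passing the limit was not always enough; inconclusive = only one of those two conditions holds; inactive = neither condition holds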
# Pf Dd2 inh = P. falciparum Dd2 growth inhibitors, primary screen, SYBR Green fluorescence, single dose replicates; 72 h; active compounds read low; activity change, % at 10 µM; 94,000 compounds, 2.3% hits; in the data active = activity change below about -80%; inconclusive = no clear call, values can overlap the other calls
# KDM4C inh = inhibitors of GASC-1 (KDM4C) histone demethylase, primary screen, biochemical, single concentration HTS; Lysine-specific demethylase 4C (Homo sapiens), Q9H3R0; GST-KDM4C 2-372, H3K9me3 peptide, LANCE TR-FRET; inhibition, % at 12.5 µM; 96,000 compounds, 0.15% hits; AID 720574, 2013;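 active = mean replicate inhibition above about 25%, with at least 55% of replicates also reaching it, limit read from the data, passing the limit was not always enough; inconclusive = only one of those two conditions met; inactive = neither condition met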
# Target sequence (Q9H3R0 2-372 limits assumed): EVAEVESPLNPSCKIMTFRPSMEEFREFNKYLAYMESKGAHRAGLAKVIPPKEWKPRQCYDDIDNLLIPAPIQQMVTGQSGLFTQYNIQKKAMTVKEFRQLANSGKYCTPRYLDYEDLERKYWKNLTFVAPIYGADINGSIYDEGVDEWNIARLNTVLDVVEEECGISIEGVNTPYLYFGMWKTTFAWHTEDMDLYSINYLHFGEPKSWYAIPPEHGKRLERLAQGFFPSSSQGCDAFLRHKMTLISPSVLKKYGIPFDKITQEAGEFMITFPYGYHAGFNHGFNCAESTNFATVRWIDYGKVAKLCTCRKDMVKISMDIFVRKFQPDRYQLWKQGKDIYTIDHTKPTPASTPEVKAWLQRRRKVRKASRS
#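 Assay system: GST-GASC-1 enzyme fragment 2-372 | Amount: 10 nM enzyme | Medium: HEPES buffer, pH 7.5, plus ascorbate | Reagent: H3K9me3 peptide substrate, Fe(II), 2-oxoglutarate | Doses: Single-point compound screen | Incubation: 30 min demethylation and 1 h detection at room temperature | Measured by: LANCE TR-FRET, excitation 340 nm, emissions 618 and 671 nm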
# * marks the source's active call; other numbers are inactive results; u = inconclusive; x = not tested or not shown; & = joins results of further samples.
# Results follow in this order: T cruzi growth	Pf Dd2 inh	C diff growth	KDM4C inh
> C[C@H](CO)N1C[C@H](C)[C@H](CN(C)C(=O)C2CC2)Oc2cc(-c3ccc(F)cc3)ccc2S1(=O)=O
    -116	-16	-7	0.7
> CN(C)CC(=O)N1CCCCN2[C@@H](CO)[C@H](c3ccc(/C=C/c4ccccc4)cc3)[C@@H]2C1
    97*	-64	14	-0.8
> C[C@@H]1CCCCO[C@@H](CN(C)C(=O)CCC(F)(F)F)[C@@H](C)CN([C@H](C)CO)C(=O)c2cc(NC(=O)Cc3ccccc3)ccc2O1
    56	x	9	2.0
> C[C@H]1CN([C@@H](C)CO)C(=O)c2cccc(NS(=O)(=O)c3cccs3)c2O[C@H]1CN(C)C
    x	8	1	0.2
> CN1c2ccc(-c3ccccc3)cc2[C@@H]2[C@@H](CCN2C(=O)c2ccc3c(c2)OCO3)[C@@H]1CO
    92	-4	-2	-2.4
> C[C@H]1CN([C@@H](C)CO)C(=O)c2cccc(NS(=O)(=O)c3ccc(Cl)cc3)c2O[C@@H]1CN(C)Cc1ccc(C(=O)O)cc1
    31	2	-4	-2.1
> O=C(Nc1ccc(F)cc1)N1CC(=O)N2[C@H](C1)[C@H](c1ccc(C#Cc3cccnc3)cc1)[C@@H]2CO
    x	9	19	-0.2
> C[C@@H]1CN([C@H](C)CO)C(=O)c2cccc(NC(=O)Nc3ccc4c(c3)OCO4)c2O[C@H]1CN(C)Cc1ccc(C(F)(F)F)cc1
    x	-27	0	-2.9
> COc1ccccc1-c1cn(CC[C@@H]2CC[C@H](NC(=O)Cc3ccccn3)[C@@H](CO)O2)nn1
    -2	-3	-4	0.0
> CCN(C[C@H]1[C@@H](c2ccccc2)[C@H](CO)N1C(C)=O)C(=O)c1ccccn1
    17	7	2	0.4
> C[C@H](NC(=O)C[C@H]1CC[C@H]2[C@@H](COc3ccc(NS(=O)(=O)c4ccc(Cl)cc4)cc3C(=O)N2C)O1)c1ccccc1
    11	-29	4	-1.2
> O=C(CN1CCOCC1)N1CCCCN2[C@H](CO)[C@@H](c3ccc(/C=C/c4ccccc4)cc3)[C@@H]2C1
    56	-5	1	1.0
> Cc1ccccc1-c1ccc([C@H]2[C@H](CO)N3CCCCN(S(C)(=O)=O)C[C@@H]23)cc1
    109*	17	-3	14
> Cc1ccc(S(=O)(=O)N(C)C[C@@H]2Oc3c(NC(=O)c4cnccn4)cccc3C(=O)N([C@@H](C)CO)C[C@@H]2C)cc1
    56	-18	7	0.7
> COCC(=O)Nc1ccc2c(c1)C(=O)N(C)C[C@H](OC)[C@H](C)CN[C@@H](C)CO2
    -57	-12	-3	-0.4
> C[C@H](CO)N1C[C@H](C)[C@@H](CN(C)S(=O)(=O)c2ccccc2)Oc2ccc(NC(=O)Nc3ccc(C(F)(F)F)cc3)cc2CC1=O
    x	-34	-1	0.4
> CN1c2ccc(-c3ccccc3F)cc2[C@@H]2[C@@H](CCN2C(=O)c2ccccn2)[C@H]1CO
    116*	-54	-7	1.2
> CC(C)NC(=O)N(C)C[C@@H]1OCCCC[C@@H](C)Oc2ccc(NC(=O)Cc3ccccc3)cc2C(=O)N([C@H](C)CO)C[C@@H]1C
    -11	-12	-2	-0.7
> O=C(CC1CC1)Nc1ccc2c(c1)[C@@H]1C[C@@H](CC(=O)N3CCc4ccccc4C3)O[C@H](CO)[C@@H]1O2
    18	-12	-4	-0.3
> COc1ccc2c3c([nH]c2c1)[C@H](CO)N(C(=O)Nc1ccc(F)cc1)CC31CCN(S(=O)(=O)c2cccs2)CC1
    x	-53	-6	-0.4
> CN(C)c1ccc2c(c1)[C@@H]1C[C@@H](CC(=O)NCc3ccc4c(c3)OCO4)O[C@@H](CO)[C@@H]1O2
    121*	-67	x	13
> O=C(C[C@H]1CC[C@H](NS(=O)(=O)c2ccc(F)cc2)[C@@H](CO)O1)N1CCC(Cc2ccccc2)CC1
    13	-5	72	-1.6
> COCC(=O)N1CCCCN2[C@@H](CO)[C@@H](c3ccc(-c4ccc(C)cc4)cc3)[C@@H]2C1
    107*	26	-11	0.4
> C[C@H](CO)N1C[C@H](C)[C@H](CN(C)S(=O)(=O)c2ccc([N+](=O)[O-])cc2)OCc2ccccc2-c2c(n(C)c3ccccc23)C1=O
    x	-92*	3	-1.5
> C[C@@H]1CN([C@H](C)CO)C(=O)c2cccc(NC(=O)C3CCOCC3)c2O[C@H]1CN(C)Cc1ccc(C(F)(F)F)cc1
    24	-59	7	-0.5
> CCCNC(=O)C[C@@H]1CC[C@H]2[C@@H](COc3ccc(NC(=O)c4cccc(Cl)c4)cc3C(=O)N2C)O1
    8	-16	-1	2.3
> C[C@@H]1CN([C@H](C)CO)C(=O)Cc2cc(NS(C)(=O)=O)ccc2O[C@H]1CN(C)S(=O)(=O)c1ccc(Cl)cc1
    9	1	-8	-1.7
> C/C=C/c1ccc([C@@H]2[C@@H](CO)N(C(C)=O)C23CN(C(=O)c2ccncc2)C3)cc1
    x	-36	-2	-0.9
> CC(C)CC#Cc1ccc2c(c1)O[C@@H](CN(C)C(=O)c1ccncc1)[C@H](C)CN([C@@H](C)CO)S2(=O)=O
    94	0	6	19
> CN1c2ccc(C#Cc3cccnc3)cc2[C@H]2[C@H](CCN2C(=O)C2CCCC2)[C@@H]1CO
    x	-69	-11	-0.3

# Sorted by molecular weight (falling): part of the list above
# Results follow in this order: T cruzi growth	Pf Dd2 inh	C diff growth	KDM4C inh
> Cc1ccc(S(=O)(=O)N(C)C[C@@H]2Oc3c(NC(=O)c4cnccn4)cccc3C(=O)N([C@@H](C)CO)C[C@@H]2C)cc1
    56	-18	7	0.7
> COc1ccccc1-c1cn(CC[C@@H]2CC[C@H](NC(=O)Cc3ccccn3)[C@@H](CO)O2)nn1
    -2	-3	-4	0.0
> CN1c2ccc(-c3ccccc3)cc2[C@@H]2[C@@H](CCN2C(=O)c2ccc3c(c2)OCO3)[C@@H]1CO
    92	-4	-2	-2.4

# Later entries
# Results follow in this order: T cruzi growth	Pf Dd2 inh	C diff growth	KDM4C inh
> C[C@H](CO)N1C[C@H](C)[C@H](CN(C)S(=O)(=O)c2cccc(C#N)c2)OCc2ccccc2-c2ccccc2C1=O
    31	-35	4	-2.1
> COc1ccc(NC(=O)Nc2cccc3c2O[C@H](CN(C)Cc2ccccc2)[C@H](C)CN([C@@H](C)CO)C3=O)cc1
    -41	-7	17	0.8
> C[C@H]1CN([C@@H](C)CO)C(=O)c2cc(NC(=O)Cc3ccccc3)ccc2O[C@H]1CN(C)Cc1ccc(C(F)(F)F)cc1
    34	23	-7	-1.6
> O=C(Nc1cccc(F)c1)N1CCCCN2[C@H](C1)[C@@H](c1ccc(-c3ccncc3)cc1)[C@@H]2CO
    111*	-37	-7	-2.2
> O=C(C[C@@H]1C[C@H]2c3cc(NC(=O)Nc4ccc(F)cc4)ccc3O[C@H]2[C@@H](CO)O1)NC1CCCC1
    -2	5	x	-2.4
> CCCNC(=O)N1[C@H](CO)[C@H](c2ccc(C3=CCCCC3)cc2)[C@H]1CNC(C)C
    x	u	-2	0.0
> CCNC(=O)[C@@H]1[C@@H](CO)[C@@H]2Cn3c(ccc(-c4cncnc4)c3=O)[C@H]1N2C(=O)Nc1ccccc1
    26	11	-2	-1.7
> CC(=O)N(C)C[C@@H]1OCc2ccccc2-c2c(n(C)c3ccccc23)C(=O)N([C@H](C)CO)C[C@H]1C
    -25	30	x	-3.2
> O=C(c1cccc(F)c1)N1CCCCN2[C@@H](CO)[C@H](c3ccc(-c4cccnc4)cc3)[C@@H]2C1
    30	0	1	-0.1
> Cc1noc(C)c1NC(=O)Nc1ccc2c(c1)CC(=O)N([C@H](C)CO)C[C@@H](C)[C@@H](CN(C)C(=O)Nc1ccccc1)O2
    6	3	-2	-1.9
> COc1ccccc1-c1ccc2c(c1)[C@H]1[C@H](CCN1C(=O)C1CCCC1)[C@H](CO)N2
    x	-75	-3	x
> CC(C)NC(=O)N(C)C[C@H]1Oc2ncc(C#CC3CCCCC3)cc2C(=O)N([C@H](C)CO)C[C@H]1C
    -37	-6	-7	-3.2
> COc1cccc(CNC(=O)[C@H]2[C@H](CO)[C@H]3Cn4c(ccc(-c5cccnc5)c4=O)[C@H]3N2C)c1
    12	16	0	9.3
> C[C@@H]1CN([C@@H](C)CO)C(=O)c2cc(NC(=O)Nc3ccc(F)cc3)ccc2O[C@@H]1CN(C)C(=O)NC1CCCCC1
    -9	12	10	-1.4
> O=C(Nc1ccc2c(c1)OCO2)N[C@@H]1CC[C@H](CCNC(=O)C2CC2)O[C@@H]1CO
    38	-7	x	7.8
> CN(C[C@@H]1N[C@H](CO)[C@H]1c1ccc(C2=CCCC2)cc1)C(=O)c1ccncc1
    94	0	-2	0.1
> CO[C@H]1CN(C)C(=O)c2ccc(NC(=O)C3CCC3)cc2OC[C@H](C)N(CC2CCCCC2)C[C@H]1C
    26	-16	x	u
> CN1C(=O)c2cc(NC(=O)Nc3ccccc3)ccc2OC[C@@H]2O[C@@H](CC(=O)NC3CCC3)CC[C@@H]21
    30	1	0	0.3
> C[C@@H]1CN([C@H](C)CO)C(=O)c2cc(N(C)C)ccc2O[C@@H](C)CCCCO[C@H]1CN(C)S(=O)(=O)c1ccccc1
    65	-48	-4	1.7
> CCC(=O)N1[C@@H]2c3ccc(-c4cccc(F)c4)c(=O)n3C[C@@H]2[C@@H](CO)[C@@H]1C(=O)OC
    -18	0	-3	0.1
> COCCNC(=O)[C@@H]1[C@@H](CO)[C@@H]2Cn3c(ccc(-c4ccc(OC)cc4)c3=O)[C@H]1N2C(=O)NC(C)C
    27	15	1	1.7
> O=C(C[C@@H]1CC[C@@H](NC(=O)Nc2ccc(F)cc2)[C@H](CO)O1)NCc1cccc(F)c1
    x	x	2	1.2
> C[C@@H]1CN([C@H](C)CO)S(=O)(=O)c2ccc(-c3ccccc3)cc2O[C@H]1CN(C)C(=O)C1CCCCC1
    44	-54	5	-0.3
> CO[C@H]1CN(C)C(=O)c2ccc(NC(=O)Nc3c(C)noc3C)cc2OC[C@@H](C)NC[C@H]1C
    26	-1	x	4.4
> COc1ccc(NC(=O)Nc2ccc3c(c2)C(=O)N([C@H](C)CO)C[C@@H](C)[C@@H](CN(C)Cc2ccc(C(=O)O)cc2)O3)cc1
    -48	6	-2	-0.7
> O=C(c1ccccc1)N1CC2(C1)[C@@H](c1ccccc1)[C@@H](CO)N2CC1CC1
    x	-17	3	-0.4
> C[C@@H]1CN([C@@H](C)CO)C(=O)c2cc(NC(=O)CCC(F)(F)F)ccc2O[C@H]1CN(C)Cc1ccccc1
    5	12	2	-0.8
> COc1ccc(S(=O)(=O)N(C)C[C@@H]2Oc3c(NS(=O)(=O)c4ccc(Cl)cc4)cccc3C(=O)N([C@H](C)CO)C[C@H]2C)cc1
    -3	55	13	19
> CCNC(=O)C[C@H]1CC[C@H]2[C@@H](COC[C@H](O)CN2C(=O)c2cc(Cl)cc(Cl)c2)O1
    x	16	6&2	4.1
> CCCC#Cc1cnc2c(c1)C(=O)N([C@H](C)CO)C[C@H](C)[C@H](CN(C)C(=O)NC1CCCC1)O2
    54	-3	0	0.1
> C[C@H](CO)N1C[C@H](C)[C@@H](CN(C)Cc2ccc(Oc3ccccc3)cc2)Oc2c(NS(=O)(=O)c3ccc(Cl)cc3)cccc2C1=O
    102*	-48	12	-1.9
> CCCC#Cc1ccc([C@@H]2[C@H]3CN(S(=O)(=O)c4ccccc4C)CC(=O)N3[C@H]2CO)cc1
    x	-39	-1	1.3
> O=S(=O)(c1ccccc1)N1CCCCN2[C@H](C1)[C@H](c1ccc(-c3ccccc3)cc1)[C@@H]2CO
    95	-1	33	-0.1

# Four of the compounds above, tab-delimited:
canonical_smiles	T cruzi growth	Pf Dd2 inh	C diff growth	KDM4C inh
CCCNC(=O)N1[C@H](CO)[C@H](c2ccc(C3=CCCCC3)cc2)[C@H]1CNC(C)C	x	u	-2	0.0
CCNC(=O)[C@@H]1[C@@H](CO)[C@@H]2Cn3c(ccc(-c4cncnc4)c3=O)[C@H]1N2C(=O)Nc1ccccc1	26	11	-2	-1.7
CC(=O)N(C)C[C@@H]1OCc2ccccc2-c2c(n(C)c3ccccc23)C(=O)N([C@H](C)CO)C[C@H]1C	-25	30	x	-3.2
O=C(c1cccc(F)c1)N1CCCCN2[C@@H](CO)[C@H](c3ccc(-c4cccnc4)cc3)[C@@H]2C1	30	0	1	-0.1
